WT yeast gro inh – growth inhibition of WT strain, primary screen, mitochondrial fusion inhibitor project, WT and mutant strains, chemical genetic | mitochondrial fusion phenotypic screen | inhibition, % at 10 µM | actives 2.1% (n = 190,000) | AID 1362, 2008; in the data active means inhibition above about 58%; tested in S. cerevisiae
bCat nuc transl – modulators of beta-catenin nuclear translocation, primary screen, imaging, HeLa cells, immunofluorescence, high-content. nuclear translocation activity, % at 5 µM. AID 1665, 2009. actives 0.3% (n = 190,000);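 active means nuclear translocation activity above 50% at 5 µM, with a well cell count of 50 or more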;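 further: per-cell ratio of nuclear to cytoplasmic median beta-catenin stain intensity; plate controls were DMSO negative control for no effect and GSK-3 inhibitor IX positive control for full effect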
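Signal – beta-catenin immunofluorescence imaging with DAPI · Test system – human HeLa cell line · Dosing – 5 µM primary single dose, 0.1% DMSO, 0.02–20 µM confirmation series · Measure – % activation, nuclear-to-cytoplasmic median beta-catenin signal ratio per cell · Incubation – 24 h compound exposure at 37°C, 5% CO2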
Dynein cargo inh – inhibitors of GR-EGFP nuclear translocation, primary screen, dynein cargo transport inhibitor project, imaging, high-content, 3617.4 mouse cells; actives 0.47% (n = 220,000); z-score, hits read low; AID 1381, 2008; test concentration mostly 20 µM; stimulated with dexamethasone, 1 µM; stronger effect = lower value;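 active means plate z-score of nuclear minus cytoplasmic receptor signal below a set negative limit, without overly bright fluorescence or cell loss, cut at about -3.5 in these data, passing the limit was not always enough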;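 further: z-score of nuclear minus cytoplasmic ring GR-EGFP intensity difference per well; some compounds called inactive have numbers as strong as hits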
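Buffer or medium: Induction medium lacking tetracycline, stripped serum | Also added: Dexamethasone agonist, 1.0 µM final, for 30 min | Timing: 48 h induction, 1 h compound, 30 min dex at 37 °C | Detection: Formaldehyde fixation, Hoechst nuclear stain, 10x automated fluorescence imaging | Measure: Nuclear versus cytoplasmic GR-EGFP signal, averaged per well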
Autophagy mod – autophagy modulators in MEF cells, primary screen, imaging, high-content, MEF GFP-LC3. MEF GFP-LC3 puncta imaging; test concentration mostly 10 µM. AID 463193, 2010. actives 0.98% (n = 190,000). calls only at 10 µM (by protocol);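 active means percentage of spot-positive cells more than 3 SD above its plate mean, without a fluorescence outlier flag or 80% toxicity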;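 further: spot-positive cell cutoff set from DMSO-treated cells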
PMI inhibitors – inhibitors of human PMI, primary screen, biochemical, fluorescence intensity, coupled assay (AID 1209) | Mannose-6-phosphate isomerase (Homo sapiens) | purified PMI enzyme, coupled fluorescence intensity; higher % means a stronger effect | inhibition, % at 20 µM; hits with a dose series show IC50 in µM | actives 0.42% (n = 190,000);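 further: plate controls were DMSO vehicle for no effect and wells lacking substrate for full effect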
Yfh1-depleted yeast – enhancers of respiration in Yfh1-depleted yeast, dose response, Friedreich's ataxia, plus single-dose screen (AID 1465); S. cerevisiae Yfh1-off respiration, WST-1 reduction, 72 h; higher fold induction means a stronger effect; fold induction at 50 µM, or EC50 in µM where a hit was titrated; actives 0.074% (n = 220,000);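 active means fold induction of absorbance versus untreated yeast above a set limit, then at least 30% activation at any dose in follow-up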;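 further: activators that raise dye reduction in frataxin-depleted yeast; strong numbers were not always called active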
MT stabilize HCS – microtubule stabilizers in HeLa cells, primary screen, imaging, high-content imaging | HeLa tubulin immunostaining HCS, 24 h; share of cells brighter than vehicle mean+2SD | % tubulin-high responders, % at 10 µM | actives 0.83% (n = 200,000) | AID 2205, 2009;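 active means plate Z-score above 3 for both tubulin-high and condensed-nucleus cell shares, with cell loss under 80%, at 10 µM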;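 further: anti alpha tubulin signal scored within the nucleus-defined area of each cell; some results filed as inactive read as strong as hits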
Ins promoter up – insulin promoter activators in MIN6 cells, imaging, high-content screening, mouse beta cells | MIN6 insulin promoter-GFP reporter; stronger effect = higher value | AID 1625, 2009 | z-score at 5 µM | actives 0.3% (n = 190,000);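 active means z-score above 3 at 5 µM with at least 500 cells counted in the well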
PMI inhibition – human PMI inhibitors, high substrate, primary screen, biochemical, fluorescence intensity, high mannose 6-phosphate (AID 1220). Mannose-6-phosphate isomerase (Homo sapiens). recombinant PMI enzyme, coupled fluorescence intensity; higher % means a stronger effect. inhibition, % at 20 µM, or IC50 in µM where a hit was titrated. actives 0.66% (n = 190,000)
WT yeast gro inh mutant strain – second read-out of WT yeast gro inh, no call of its own (marks repeat the call); inhibition, %; mitochondrial fusion phenotypic screen, mutant strain inhibition
Dynein cargo inh cytoplasmic EGFP – also measured in Dynein cargo inh; calls as there; z-score; measured here: cytoplasmic GR-EGFP intensity; stronger effect = higher value
Dynein cargo inh nuclear GR-EGFP – recorded beside Dynein cargo inh, whose call it bears; z-score; measured here: nuclear GR-EGFP intensity;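 lower value marks the stronger effect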
Dynein cargo inh cell count – recorded beside Dynein cargo inh, whose call it bears; z-score; measured here: cell count per field
Ins promoter up cell count – second read-out of Ins promoter up, no call of its own (marks repeat the call); cell count; measured here: cytotoxicity, nuclei count;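 total cells summed across four imaged fields per well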
bCat nuc transl cell count 5 µM – also measured in bCat nuc transl; calls as there; cell count; measured here: cell count, cytotoxicity flag
MT stabilize HCS Hoechst-high % – second read-out of MT stabilize HCS, no call of its own (marks repeat the call); % Hoechst-high responders; measured here: nuclear condensation Hoechst responders;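 share of cells brighter than vehicle mean plus two SD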
MT stabilize HCS cytotoxicity % – also measured in MT stabilize HCS; calls as there; toxicity, %; measured here: cytotoxicity by cell density;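 0% = mean cell density of plate MIN control wells and 100% = no cells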
Autophagy mod cell loss 18 h – further read-out of Autophagy mod, marked with its call; toxicity, %; measured here: cell loss, nuclei count;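 cell loss after 18 h compound exposure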
* hit, by the source's call; i = inactive; x = no result given. Unless noted, no stated cut-off is given here; in the data, active means inhibition above about 50%; inactive means the rest.

SMILES	WT yeast gro inh	WT yeast gro inh mutant strain	bCat nuc transl	bCat nuc transl cell count 5 µM	Dynein cargo inh	Dynein cargo inh cytoplasmic EGFP	Dynein cargo inh nuclear GR-EGFP	Dynein cargo inh cell count	Autophagy mod	Autophagy mod cell loss 18 h	PMI inhibitors	Yfh1-depleted yeast	MT stabilize HCS	MT stabilize HCS Hoechst-high %	MT stabilize HCS cytotoxicity %	Ins promoter up	Ins promoter up cell count	PMI inhibition
CCC(C)(C)n1nnnc1C(c1cccnc1)N1CCCC(C)C1 (stereo unspecified)	2.8	-17.0	0.4	978	-0.941	-0.174	-0.756	1.08	i	12.3	1.4%	i	1.8	2.8	8.7	x	x	-1.9%
Cn1cnc2c1c(=O)[nH]c(=O)n2C	x	x	-1.3	1244	-0.428	-0.592	0.13	-0.215	x	x	x	i	x	x	x	-0.36	1077	x
COC(=O)c1oc2ccc(Cl)cc2c1-n1cccc1	30.3	34.6	-1.9	1056	-0.49	-0.164	-0.449	0.221	i	1.5	14.0%	i	2.8	1.5	1.8	0.72	1573	11.4%
O=C(Nc1ccccc1N1CCOCC1)c1ccccc1NS(=O)(=O)c1ccc(F)c(F)c1	11.6	19.7	x	x	-0.0201	-0.262	0.108	0.97	i	-13.8	4.4%	i	2.4	1.2	4.2	0.22	815	-1.0%
N#CCCN(C(=O)CN1C(=O)NC2(CCCC2)C1=O)c1ccccc1F	13.6	5.7	x	x	0.821	-0.241	0.97	-0.0987	i	31.8	-0.9%	i	2.4	1.5	7.6	-0.27	723	-2.6%
CC(C)C(=O)N(c1ccc2oc(=O)sc2c1)S(=O)(=O)c1cccs1	9.1	4.6	-3.6	1031	-1.57	-0.0833	-0.492	0.0425	i	-51.5	2.5%	i	3.6	2.7	0.1	1.25	1391	2.6%
Cc1nc(NC(=O)CSc2nnnn2C)sc1C	-11.6	1.2	-3.2	533	-0.237	-0.192	-0.0957	0.189	i	-5.6	3.9%	i	3.9	2.1	2.8	x	x	9.9%
Cc1cc(Cl)ccc1OCC(=O)OC(C)C(=O)NC(N)=O (stereo unspecified)	-32.8	-16.0	-3.7	909	-0.311	-0.134	-0.134	0.802	i	12.2	-7.6%	i	0.8	1.0	8.7	1.31	1166	-10.3%
CCOC(=O)CC(=O)CSc1nc2ccccc2c(=O)n1-c1ccc(C(=O)N2CCOCC2)cc1	-24.7	-87.9	2.4	1365	0.776	-0.109	0.13	0.3	i	4.1	8.8%	i	3.1	1.7	0.4	-0.21	1561	7.1%
CC(C)OC(=O)CC1C(=O)NCCN1C(=S)NC(=O)CCc1ccccc1 (stereo unspecified)	-3.4	14.4	1.4	934	1.07	-0.25	0.464	-0.671	i	13.7	-2.0%	i	1.9	1.5	5.7	0.04	1454	-4.9%
Cc1ccc(C(=O)NC2(C(F)(F)F)N=C3SCCN3C2=O)cc1 (stereo unspecified)	-26.7	-14.0	-7.0	953	-0.201	0.141	0.233	0.267	i	-2.2	-0.5%	i	2.6	1.7	5.9	x	x	-3.1%
O=c1c2ccccc2[nH]c(=S)n1CCc1ccccc1	-19.6	-9.6	0.8	927	0.438	-0.24	-0.0168	-0.245	i	6.0	8.3%	i	3.6	3.2	2.1	-0.4	1188	5.8%
CCOC(=O)CC(NC(=O)CCc1c(C)nc2nc(C)nn2c1C)c1ccc(C)cc1 (stereo unspecified)	6.9	8.9	-1.0	1216	0.747	-0.115	0.809	-0.402	i	-21.1	3.7%	i	3.8	2.0	4.2	-0.37	1250	6.2%
COc1cc(-c2nc(-c3ccccc3)c(-c3cccs3)[nH]2)cc(OC)c1OC	5.8	10.4	1.2	1195	-0.153	-0.32	-0.207	0.699	i	4.4	13.9%	i	2.1	2.2	9.6	-1.04	843	9.4%
O=C(CC1(O)C(=O)Nc2ccc(Br)cc21)c1ccc2c(c1)OCO2 (stereo unspecified)	27.2	5.5	-1.8	1015	-0.636	-0.223	-0.33	0.808	i	20.1	-5.1%	i	1.6	1.0	9.6	0.12	1312	-10.3%
CCOc1cccc(C(=O)Nc2cccnc2)c1	15.9	18.3	-2.1	1114	-0.261	-0.193	0.0635	-0.618	i	1.8	-5.4%	i	2.2	3.6	8.7	0.43	1113	-10.5%
O=C(O)c1ccc(NCc2ccc(Br)cc2)cc1	-5.9	0.5	-0.2	916	0.0014	-0.281	0.101	0.235	i	12.4	22.1%	i	2.9	2.1	8.1	0.69	1343	17.2%
CCO[C@@H]1OC(C(=O)N2CCCCCCC2)=C[C@H](c2ccc3c(c2)OCO3)[C@H]1CCCO	6.1	9.8	-2.9	1123	0.032	-0.107	0.316	-0.559	i	3.4	14.3%	x	3.6	1.2	5.7	0.1	1446	6.8%
Nc1nc(-c2ccccc2)c(N=Nc2cccc3ccccc23)s1	88.7*	76.6*	0.4	978	0.0259	-0.134	-0.164	0.0259	i	-22.4	3.2%	i	6.0	2.7	5.7	x	x	0.1%
CCOC(=O)Cn1nc(/C=C/c2ccccc2)ccc1=O	-14.4	-23.8	x	x	-0.156	-0.247	-0.383	0.286	i	-4.1	-4.4%	i	1.2	1.5	8.7	x	x	2.9%
CC(=O)Nc1ccc(N(C(=O)c2cnccn2)C(C(=O)NC2CCCCC2)c2ccc(O)cc2)cc1 (stereo unspecified)	3.6	3.3	-1.9	1128	-0.581	-0.253	-0.194	0.482	i	-6.1	6.0%	i	3.3	2.4	6.4	-1.08	957	5.4%
COC(C[C@@H]1O[C@H]1[C@@H](O)COCc1ccccc1)OC	x	x	-1.1	1385	0.548	-0.749	0.339	-0.456	x	x	x	i	x	x	x	-0.02	978	x
COc1ccc2[nH]c(=O)c(-c3nnn(-c4ccccc4)n3)cc2c1	-0.7	2.0	-0.1	1181	-0.455	-0.203	0.00543	-0.252	i	13.0	10.3%	i	1.6	1.0	4.5	-0.71	1370	34.0%
O=C(NCCCn1ccnc1)c1nn2c(C(F)(F)F)cc(-c3ccccc3)nc2c1Cl	-4.5	14.6	1.1	1027	-0.124	-0.201	-0.0271	0.445	i	-0.7	-1.4%	i	2.8	2.0	12.7	-0.64	1075	1.3%
Oc1ccc(N2CCN(c3ncnc4sc5c(c34)CCC5)CC2)cc1	-2.4	-14.6	3.3	1416	-0.293	-0.0783	0.457	-0.274	i	25.2	25.0%	i	8.0	2.4	5.1	-0.66	1298	46.1%
COc1ccc(C(CC(=O)Nc2cc([N+](=O)[O-])ccc2OC)c2ccccc2)cc1 (stereo unspecified)	36.3	13.7	-1.0	1099	0.339	-0.262	-0.0185	0.566	i	19.7	13.1%	i	3.9	1.4	8.6	-0.88	1393	54.1%*
CC1(C(=O)NCCc2c[nH]c3ccccc23)C=CCN1C(=O)c1ccccc1 (stereo unspecified)	-5.4	-13.6	-7.5	556	-0.521	-0.299	0.122	1.31	i	12.5	-13.2%	i	4.4	2.2	7.1	-0.42	754	-11.9%
Cc1ccc2cc(/C=N/NC(=O)[C@H](C)NC(=O)OC(C)(C)C)c(Cl)nc2c1	-24.7	-1.9	-0.2	1079	-0.339	-0.264	-0.222	0.386	i	-0.4	-3.7%	i	2.7	3.0	6.9	0.14	1456	-22.3%
O=C(CC1(O)C(=O)Nc2ccccc21)c1ccc(-n2cccc2)cc1 (stereo unspecified)	9.8	9.8	x	x	0.0942	-0.252	0.168	-0.51	i	-1.5	9.2%	x	2.0	2.1	32.7	-0.42	1308	6.8%
CCOC(=O)c1c(C)c(C(=O)NCCCOC)c(C)n1C	-4.0	5.2	-0.8	1120	-0.102	-0.204	0.151	0.272	i	13.3	13.6%	x	4.3	2.0	7.2	-0.21	1895	15.7%
Cc1cccc(NC(=O)Cn2cc([N+](=O)[O-])cn2)n1	-1.4	-9.5	-2.6	1120	-0.184	-0.172	-0.0482	-0.0243	i	8.1	-12.1%	i	3.0	1.8	5.2	x	x	-8.1%
CCOc1ccc(C2C=C(c3ccc(C)cc3)Nc3nnnn32)cc1 (stereo unspecified)	-15.2	3.0	x	x	0.169	-0.323	-0.00447	-0.103	i	24.2	-23.8%	i	2.9	2.1	2.6	x	x	-16.1%
CN(CP(=O)(O)C(O)c1ccccc1)S(C)(=O)=O (stereo unspecified)	-0.3	4.5	0.6	1136	0.0498	-0.33	0.367	0.726	i	-3.0	-5.5%	i	3.8	2.4	9.2	2.26	969	-9.0%
COC(=O)c1nn(-c2ccc(C)cc2)ccc1=O	10.6	11.0	-2.2	1049	-0.301	-0.31	0.496	-0.197	i	5.9	-5.1%	i	1.8	1.1	2.8	-0.15	1403	-2.7%

From PubChem BioAssay
